# Source: PubChem
# USP1-UAF1 inh: Inhibitors of USP1/UAF1: Primary Screen | recombinant USP1/UAF1, Ub-Rhodamine cleavage fluorescence | Ubiquitin carboxyl-terminal hydrolase 1 (Homo sapiens), O94782 | actives 0.23% (n = 390,000) | Potency, µM (doses to about 57.1 µM), without a hit: at the highest dose activity change, negative = inhibition, hits mostly inhibitors; further: potency means the concentration at half of the fitted maximal effect; on the % scale 0 is the no-effect control and ±100 the full control effect; nearly all actives have a fitted effect of over 60% in size; inactives centre near -12
#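 USP1/UAF1 complex at 1 nM was preincubated with compound for 15 min at room temperature, then Ub-Rho substrate (150nM final) was added. Fluorescence (480/540 nm) was read kinetically, 6 reads every 60 seconds.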
# LDHA block: qHTS assay for inhibitors of human lactate dehydrogenase; L-lactate dehydrogenase A chain (Homo sapiens), P00338; purified LDHA, NADH/diaphorase-resazurin fluorescence; stronger effect = lower value; activity change, % (values are at about 110 or 230 µM); actives 0.15% (n = 480,000); AID 1347041, 2019; in the data active means activity change below about -30%; inconclusive means mostly about -25% to -30%;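 further: plate controls were DMSO wells for no effect and wells without enzyme for full effect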
#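 Human LDH5 (2 nM) was incubated with 0.06 mM NADH and 0.2 mM pyruvate for 5 min at room temperature in Tris pH 7.4. Remaining NADH was coupled through diaphorase/resazurin, and resorufin fluorescence was read at 0 and 20 min.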
# rTrxR1 inhibitor: qHTS Assay for Inhibitors of Mammalian Selenoprotein Thioredoxin Reductase 1 (TrxR1): qHTS; AID 588453, 2011; recombinant rTrxR1, NADPH fluorescence consumption, selenite substrate; actives 1% (n = 390,000); Potency, µM (titrated, usually from 114 µM), for the others: at the top dose activity change, negative = inhibition, usual class: inhibitors; Thioredoxin reductase 1, cytoplasmic (Rattus norvegicus), O89049; further: potency means the concentration at half of the fitted maximal effect; on the % scale 0 is the no-effect control and ±100 the full control effect; nearly all actives have a fitted effect of over 65% in size
#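 Rat TrxR1 (90 nM in the dispensed reagent) was pre-reduced with 400 uM NADPH for 5 min at room temperature, then incubated with compound for 15 min. After 400 uM selenite was added, NADPH fluorescence (Ex 340/Em 450 nm) was followed for 8 min.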
# Vif-A3F inh: qHTS for Inhibitors of Vif-A3F Interactions: qHTS. Potency, µM (titrated, usually from 46.1 µM), without a hit: top-dose activity, negative = active. actives 0.2% (n = 390,000). HeLa A3F-eYFP + Vif (tagged APOBEC3F with the HIV-1 protein that degrades it), YFP fluorescence increase; further: potency means the concentration at half of the fitted maximal effect; % of control where 0% means no effect; nearly all actives have a fitted effect of over 65% in size
#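 HeLa cells stably expressing A3F-eYFP plus Vif, plated and incubated overnight at 37 deg C, then exposed to compounds overnight at 37 deg C. Blocked degradation read as raised yellow fluorescence (Ex 488/Em 500-530).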
# Glioma ERSR ind: qHTS for Inducers of the Endoplasmic Reticulum Stress Response (ERSR) in Human Glioma: qHTS; U87-MG GRP78 promoter luciferase reporter, 16 h; Potency, µM, inactives show at the top dose activation, most hits filed as activators; actives 0.02% (n = 420,000); AID 602332, 2012; further: potency means the concentration at half of the fitted maximal effect; series mostly up to about 76 µM; % of control where 0% means no effect; nearly all actives have a fitted effect of over 35% in size
#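 Stably transfected U87-MG human glioma cells carrying a GRP78-based luminescent sensor were seeded at 1000 cells/well, pin-dosed with compounds and incubated 16 h. Luciferase reagent was then added, and end-point luminescence was read after 10 min at room temperature.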
# mIDH1 inhibitor: qHTS for Inhibitors of mutant isocitrate dehydrogenase 1 (IDH1): qHTS | Isocitrate dehydrogenase [NADP] cytoplasmic (Homo sapiens), O75874 | IDH1-R132H enzyme, NADPH consumption, diaphorase/resazurin fluorescence | Potency, µM (titrated, usually from 76.6 µM), without a hit: top-dose activity change, negative = inhibition, usual class: inhibitors | actives 0.093% (n = 390,000) | AID 602179, 2012; further: potency means the concentration at half of the fitted maximal effect; on the % scale 0 is the no-effect control and ±100 the full control effect; nearly all actives have a fitted effect of over 65% in size
# Target sequence (O75874 whole entry R132H, stated change not applied): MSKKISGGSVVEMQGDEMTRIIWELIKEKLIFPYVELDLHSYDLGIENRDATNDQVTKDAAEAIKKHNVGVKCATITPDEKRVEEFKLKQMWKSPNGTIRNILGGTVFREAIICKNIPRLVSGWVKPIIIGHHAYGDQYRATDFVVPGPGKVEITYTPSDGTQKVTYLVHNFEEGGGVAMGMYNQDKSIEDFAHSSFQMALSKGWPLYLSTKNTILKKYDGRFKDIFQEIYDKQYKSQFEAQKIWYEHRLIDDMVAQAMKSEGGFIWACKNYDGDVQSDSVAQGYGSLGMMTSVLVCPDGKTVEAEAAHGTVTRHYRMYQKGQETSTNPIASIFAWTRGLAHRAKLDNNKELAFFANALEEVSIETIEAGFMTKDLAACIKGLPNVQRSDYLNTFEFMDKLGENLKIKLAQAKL
#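 IDH1-R132H (0.5 ug/mL) preincubated 30 min with compound, then NADPH (0.016 mM) and alpha-KG (2 mM) added; 80 min at RT, pH 7.5. Remaining NADPH coupled via diaphorase/resazurin to fluorescence (540/590 nm); concentration-response curves normalized to no-enzyme control.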
# RGS4 inh: Inhibitors of Regulator of G Protein Signaling (RGS) 4: qHTS. AID 504845, 2011. Potency, µM (titrated, usually from 114 µM), inactives show top-dose activity change, negative = inhibition, most hits filed as inhibitors. Transcreener GDP fluorescence polarization, RGS4-accelerated GTP hydrolysis. actives 0.039% (n = 390,000); further: potency means the concentration at half of the fitted maximal effect; on the % scale 0 is the no-effect control and ±100 the full control effect; nearly all actives have a fitted effect of over 75% in size; some results filed as inactive show a strong effect at the top dose
# Target sequence (P49798 whole entry, looked up): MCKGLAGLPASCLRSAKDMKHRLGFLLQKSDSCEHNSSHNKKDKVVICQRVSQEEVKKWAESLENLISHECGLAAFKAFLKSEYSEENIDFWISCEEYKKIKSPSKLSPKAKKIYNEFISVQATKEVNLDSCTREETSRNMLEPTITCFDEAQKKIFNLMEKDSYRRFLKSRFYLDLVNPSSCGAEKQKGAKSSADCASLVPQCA
#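 MLSMR compounds (23 nl, pin-transferred) preincubated 10 min at room temperature with a 500nM (2x) first reagent, then RGS4 at 900nM (2x) plus Transcreener GDP mix added; fluorescence polarization (620/688 nm) read before and after 90 min at 30 °C.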
# Vif-A3G inh: qHTS for Inhibitors of Vif-A3G Interactions: qHTS; DNA dC->dU-editing enzyme APOBEC-3G (Homo sapiens), Q9HC16; HeLa A3G-eYFP + Vif (tagged APOBEC3G with the HIV-1 protein that degrades it), YFP fluorescence, overnight; Potency, µM (series often up to 46.1 µM), inactives show top-dose activity, negative = active, most hits filed as inhibitors; actives 0.076% (n = 410,000);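 further: potency means the concentration at half of the fitted maximal effect; on the % scale 0 is the no-effect control and ±100 the full control effect; nearly all actives have a fitted effect of over 60% in size; hits raise eYFP signal because A3G escapes Vif-driven loss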
# Target sequence (Q9HC16 whole entry, looked up): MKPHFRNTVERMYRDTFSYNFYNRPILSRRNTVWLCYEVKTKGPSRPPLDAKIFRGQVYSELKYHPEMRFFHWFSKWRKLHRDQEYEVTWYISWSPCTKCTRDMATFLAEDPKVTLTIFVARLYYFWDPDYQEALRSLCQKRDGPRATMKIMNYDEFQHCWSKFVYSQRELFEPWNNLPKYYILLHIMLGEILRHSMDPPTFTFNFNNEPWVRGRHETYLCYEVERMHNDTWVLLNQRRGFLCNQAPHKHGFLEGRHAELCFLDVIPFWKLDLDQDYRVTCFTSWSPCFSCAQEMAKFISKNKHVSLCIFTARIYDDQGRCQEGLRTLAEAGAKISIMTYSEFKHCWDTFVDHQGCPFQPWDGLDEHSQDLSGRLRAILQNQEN
#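 HeLa cells stably expressing Vif and C-terminally eYFP-tagged A3G, seeded overnight at 37 deg C, then exposed to compound by pintool overnight at 37 deg C. Rise in yellow fluorescence (Ex 488/Em 500-530, Acumen) marks blocked Vif-driven A3G degradation.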
# TrxR1 substrate: qHTS Assay for Substrates of Mammalian Selenoprotein Thioredoxin Reductase 1 (TrxR1): qHTS; purified TrxR1 substrate turnover, NADPH consumption readout; Potency, µM (titrated, usually from 114 µM), for inactives: at the highest dose activity change, negative = substrate turnover; actives 0.01% (n = 390,000); AID 588456, 2011; further: potency means the concentration at half of the fitted maximal effect; on the % scale 0 is the no-effect control and ±100 the full control effect; nearly all actives have a fitted effect of over 50% in size
#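 Rat TrxR1, dispensed at 90 nM, was prereduced with 400 uM NADPH (final) for 5 min at ~22 deg C, then incubated with compound 15 min before 400 uM selenite. A first-read NADPH fluorescence drop versus no-compound background flagged substrates.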
# Active calls of the source: *; ? = inconclusive; nt = no result given; & = joins results of further samples; [ ] = dose if it differs, or a comment. Unless noted, the call rests on the fitted dose curve; in most records, active means well fitted curve in the direction sought with a large enough effect; inconclusive means small, poorly fitted or top-dose-only effect, or another doubt; inactive means no such curve, though single readings can be large; an effect the other way counts as inactive or inconclusive. The list is partial; count on the stated rates, not on these rows.
SMILES	USP1-UAF1 inh	LDHA block	rTrxR1 inhibitor	Vif-A3F inh	Glioma ERSR ind	mIDH1 inhibitor	RGS4 inh	Vif-A3G inh	TrxR1 substrate
O=C(COC(=O)c1cn(-c2ccccc2)nc1-c1cccnc1)NC1CC1	-24%	-6	-11%	-7%	4%	-6%	-4%	0%	0%[57.1 µM]
CC(C)CC1C(C#N)=C(N)Oc2n[nH]c(-c3cccs3)c21 (stereo not drawn)	-15%	12	-9%	2%	0%	5%	-20%	1%	-5%
Cc1noc(C)c1COC(=O)Cn1c(C)nc2ccccc21	-3%	-7	-6%	-7%	-8%	-2%	-1%	-1%	-4%
COc1ccc(CNc2nc(-c3ccccc3)nn2S(=O)(=O)c2ccccc2)cc1	-18%	-11	20%	5%	0%	-14%	4%	2%	0%
CCCN(CCC)CCCNC(=O)c1cn(CC)c2ccc(S(=O)(=O)N(C)C3CCCCC3)cc2c1=O	-19%&-27%	-1&0	21%&23%	11%&-5%	-4%&-3%	-5%&-3%	-3%&5%	2%&1%	4%&6%
N=C1C(c2ccccc2)=C(O)CN1CCCO	-26%	-3	6%	-9%	-2%	5%	5%[11.4 µM]	5%	3%
Cc1nnc(SC(C(=O)c2ccccc2)c2ccccc2)[nH]c1=O (stereo not drawn)	-15%	-11	14%	4%	-3%	0%	3%	-9%	6%
O=C(O)C1(P(=O)(c2ccccc2)c2ccccc2)CCCC1	-19%	-3	8%	-10%	3%	1%	21%	0%	4%
CC(NS(=O)(=O)c1cc2c3c(c1)CCN3C(=O)CC2)c1ccccc1 (stereo not drawn)	?	-1	nt	-7%	-4%	3%	nt	0%	nt
COc1ccc(CNC(=O)Cc2coc3ccc(C)cc23)cc1	-9%	-4	1%	8%	-4%	20%	9%	0%	-1%
COc1cccc(/C=C/C(=O)NCCc2ccc(OC)c(OC)c2)c1	-6%	-8	9%	-5%	1%	1%	11%	-1%	13%
COc1cccc(N2CCN(c3ccc(N4C(=O)CCC4=O)cc3[N+](=O)[O-])CC2)c1	-12%	-4	29%	0%	0%	0%	-19%	1%	2%
COc1ccc(CN2CCCC(C(=O)N3CCCCC3)C2)cc1OC (stereo not drawn)	2%	-22	22%	2%	-5%	-5%	4%	1%	8%
CS(=O)(=O)Cc1cc(N2CCCC2)nc(-c2ccccc2)n1	-19%	-9	15%[57.1 µM]	8%	0%	0%	7%	2%	5%[57.1 µM]
CCOC(=O)N1CCN(C(=S)NC(=O)c2ccc(Br)cc2)CC1	2%	-6	-20%[57.1 µM]	?	0%	-1%	-2%	0%	9%[57.1 µM]
Cc1c(CC(=O)O)c(=O)oc2c(C)c(OCc3c(F)cccc3Cl)ccc12	-22%	-1	20%	2%	2%	-11%	-2%	-8%	170%[activator]
CCn1c(SC(C)C(=O)NC2CCCC2)nc2cc(S(N)(=O)=O)ccc21 (stereo not drawn)	-4%	-8	2%	-5%	-2%	-1%	-10%	0%	1%
COC(=O)Cn1c(=O)sc2ccccc21	-5%	-8	1%	-6%	-3%	7%	7%	0%	0%
COc1ccc(S(=O)(=O)N2CCOCC2)cc1NC(=O)c1cccc(Cl)c1	-20%	-2	-16%	0%	-6%	9%	28%	3%	-12%
CC1(C)Oc2ccc(C(=O)N3CCc4ccccc43)cc2N(CC(=O)N2CCCC2)C1=O	-8%	-2	-9%	4%	-6%	3%	22%	1%	-7%
CN(C)CCN(C(=O)c1ccc2c(c1)OCCO2)c1nc2cc3c(cc2s1)OCO3	-6%	-4	-8%	0%	1%	8%	2%	1%	-11%
O=C(/C=C/c1cccs1)NCc1ccccc1	?	-10	8%[57.1 µM]	3%	4%	2%	-6%	0%	-1%[57.1 µM]
Cc1ccc2c(c1)C(c1ccccc1)N(C(=O)c1cc3ccccc3oc1=O)CC(=O)N2 (stereo not drawn)	-20%	-8	-4%	3%	0%	-3%	8%	0%	-2%
CCCCC1CCC(C(=O)N(CCCC)c2c(N)n(CCCC)c(=O)[nH]c2=O)CC1 (stereo not drawn)	-1%	-4	0%	-2%	-3%	6%	11%	1%	-10%
C=CCN1C(=O)NC2(O)C(=O)c3ccccc3C12O (stereo not drawn)	-17%	-2	16%	-28%	-5%	3%	-17%	0%	0%
Nc1ccc(S(=O)(=O)NC(Cc2ccccc2)C(=O)O)cc1 (stereo not drawn)	-9%	-2	30%	0%	-5%	9%	-18%	0%	-4%[2.29 µM]
CC(NC(=O)Cn1cc2c(n1)CCCCC2)c1ccccc1 (stereo not drawn)	0%	-2	-13%[57.1 µM]	-7%	-4%	3%	-7%	-7%	0%[57.1 µM]
CCc1nc(Nc2ccccc2)c2nnn(Cc3ccccc3)c2n1	-11%	2	15%	1%	-1%	5%	11%	5%	5%
O=C1C2CCCN2C(c2cccs2)N1c1ccc(F)cc1 (stereo not drawn)	-26%	-2	12%	7%	-1%	2%	8%	-8%	4%
CCc1nc(SCC(=O)NCCc2ccccc2)n[nH]1	3%	-11	13%[57.1 µM]	-3%	-5%	4%	33%	0%	7%[57.1 µM]
COc1cc(/C=N/NC(=O)c2cccc3ccccc23)cc(OC)c1O	-9%	0	9%	1%	-2%	-9%	18%	3%	-1%
C/C(=N\Nc1ccccn1)c1ccc(C(C)C)cc1	1%	10	20%[57.1 µM]	-2%	6%	5%	21%	1%	-9%
COCCN(CCOC)c1nc(-c2ccccc2)nc2ccccc12	-25%	0	36%	2%	1%	-3%	-7%	-14%	1%
CCOC(=O)N/N=C\c1ccc(C)s1	-6%	-3	11%	8%	-3%	7%	10%	-12%	-5%
COCCn1cnc2c1c(=O)n(Cc1c(F)cccc1Cl)c(=O)n2Cc1ccccc1	?	-14	17%	-8%	0%	-4%	15%	-4%	-3%
Cc1ccc(Cn2cc(S(=O)(=O)c3cccc(Cl)c3)c(=O)c3cc(F)c(N4CCOCC4)cc32)cc1	-22%	-1	33%	-22%	-3%	-20%	-16%	-4%	19%
CC1=CS(=O)(=O)CC1Sc1nc(C)n[nH]1 (stereo not drawn)	4%	-5	27%	0%	-4%	1%	-8%	3%	0%
Cc1cc(C)c2oc(C(=O)Nc3sc4c(c3C(=O)NCc3ccco3)CCCC4)cc(=O)c2c1	-25%	1	23%	3%	-3%	0%	3%	-1%	6%
Cc1ccc(SCCNS(C)(=O)=O)cc1	-5%	-5	16%[57.1 µM]	-5%	-1%	10%	20%	3%	2%[57.1 µM]
O=C([C@@H]1CC=C[C@@H]2CCN(C3CCCCC3)C(=O)[C@@H]21)N1CCN(c2ccccc2)CC1	-23%	-6	19%&14%	1%	-3%&-3%	0%	6%	-8%&1%	9%&8%
O=C(Nc1ccc(Cl)c([N+](=O)[O-])c1)C(NCCCO)c1ccccc1 (stereo not drawn)	-7%	1	12%[57.1 µM]	3%	-3%	3%	-11%	1%	6%[57.1 µM]
CCOC(=O)c1[nH]c2ccc(OC)cc2c1NC(=S)N1CCN(c2ccccc2OC)CC1	-10%	-2	-1%	2%	-1%	1%	-34%	?	-3%
Cc1cccc(N(CC(=O)NCCSCc2ccco2)S(=O)(=O)c2ccccc2)c1	-7%	-3	11µM*	0%	-3%	-1%	-24%	0%	2%
CN(C(=O)Cn1cnc2ccccc2c1=O)C1CCS(=O)(=O)C1 (stereo not drawn)	-1%	-2	1%	1%	-4%	-3%	-1%	2%	-5%

# Arranged by molecular weight (lowest first): part of the list above.
SMILES	USP1-UAF1 inh	LDHA block	rTrxR1 inhibitor	Vif-A3F inh	Glioma ERSR ind	mIDH1 inhibitor	RGS4 inh	Vif-A3G inh	TrxR1 substrate
Cc1ccc(SCCNS(C)(=O)=O)cc1	-5%	-5	16%[57.1 µM]	-5%	-1%	10%	20%	3%	2%[57.1 µM]
O=C([C@@H]1CC=C[C@@H]2CCN(C3CCCCC3)C(=O)[C@@H]21)N1CCN(c2ccccc2)CC1	-23%	-6	19%&14%	1%	-3%&-3%	0%	6%	-8%&1%	9%&8%
CCOC(=O)c1[nH]c2ccc(OC)cc2c1NC(=S)N1CCN(c2ccccc2OC)CC1	-10%	-2	-1%	2%	-1%	1%	-34%	?	-3%
